Source: PubChem BioAssay
PGE2 EP2 inh: human EP2 receptor antagonists, primary screen, TR-FRET cAMP, C6 glioma cells; inhibition, % at 25 µM; Prostaglandin E2 receptor EP2 subtype (Homo sapiens), P43116; AID 1422, 2008; C6 glioma cells expressing human EP2; cells stimulated with saturating PGE2; 260,000 tested, 0.52% active;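 active = percent inhibition above 40 after rounding to a whole number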;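 also: rat C6 glioma host cells with rolipram phosphodiesterase inhibitor present; the protocol text gives 20 µM as final concentration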
Target sequence (P43116 whole entry, looked up): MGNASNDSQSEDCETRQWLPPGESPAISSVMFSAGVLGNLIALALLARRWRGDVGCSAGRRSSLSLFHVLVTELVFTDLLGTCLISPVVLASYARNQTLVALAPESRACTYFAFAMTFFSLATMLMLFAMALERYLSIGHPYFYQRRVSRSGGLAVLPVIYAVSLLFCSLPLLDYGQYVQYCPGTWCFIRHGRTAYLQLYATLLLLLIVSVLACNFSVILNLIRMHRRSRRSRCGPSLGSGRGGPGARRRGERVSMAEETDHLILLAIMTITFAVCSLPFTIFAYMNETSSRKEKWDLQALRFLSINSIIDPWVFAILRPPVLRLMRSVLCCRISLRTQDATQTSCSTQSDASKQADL
Tb hexokinase: Trypanosoma brucei hexokinase 1 inhibitors, primary screen, biochemical, G6PDH-coupled NADH absorbance, MLSCN library; hexokinase 1 [Trypanosoma brucei]; recombinant TbHK1, G6PDH-coupled NADH A340; AID 1430, 2008; 220,000 tested, 0.11% active; inhibition, % at 10 µM;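 active = inhibition of 50% or more in the single-dose primary screen; inactive = inhibition below 50%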
Wee1 degr inh: Wee1 degradation inhibitors, primary screen, cell-based, HeLa, Wee1K328M-luciferase, luminescence | reporter increase, % at 5 µM | HeLa Luc-Wee1K328M stability; 100% = proteasome inhibitor MG132 effect | 220,000 tested, 1.2% active | Wee1-like protein kinase (Homo sapiens), P30291;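 active = activation above the mean of all tested compounds plus 3 SD, set per screening run, cut at about 8.8% in these data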;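 also: cells exposed to compound for 20 h before luminescence read; 0% = DMSO alone and 100% = MG132 at 30 µM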
PPC-1+TRAIL kill: compounds killing PPC-1 cancer cells with TRAIL present, primary screen, TRAIL potentiator project, ATPLite luminescence, uHTS; PPC-1 cells + TRAIL, ATPLite viability luminescence; cell killing (% activity), % at 4 µM; 220,000 tested, 0.41% active;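 active = cell killing above 50% in the first pass at 4 µM, then a duplicate retest at 5 µM averaging 50% or more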;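 also: plate controls were cells with TRAIL plus DMSO for no effect and medium-only wells lacking cells for full effect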
CHOP inh: inhibitors of CHOP promoter induction, primary screen, cell-based, unfolded protein response, luciferase reporter; 220,000 tested, 3.8% active; inhibition, % at 10 µM; CHO-K1 CHOP-promoter luciferase, tunicamycin-induced, 15-18 h; AID 2732, 2010;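 active = compounds that reduced the stress-induced luciferase reporter signal by more than about 70% of percent inhibition, limit read from the data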;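 also: 0% = tunicamycin plus vehicle and 100% = wells without tunicamycin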
zVAD death inh: inhibitors of zVAD-triggered necroptosis, primary screen, L929 cells; L929 zVAD necroptosis rescue, ATP luminescence, 24 h; with zVAD 60 µM; viability rescue, % at 10 µM; 220,000 tested, 0.38% active;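 active = activation, scaled between plate controls, above about 75%, limit read from the data; inactive = activation under that limit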;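 also: 0% = zVAD with DMSO and 100% = DMSO alone without zVAD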
FXIIa inh 1536: human FXIIa protease inhibitors, primary screen, biochemical, 1536-well; Coagulation factor XII (Homo sapiens), P00748; purified FXIIa, Boc-QGR-AMC fluorogenic substrate, 2 h; inhibition, % at 5 µM; 220,000 tested, 0.3% active; AID 800, 2007; in the data active = inhibition above about 40%;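 also: 0% = enzyme with no compound and 100% = blank without enzyme; many of its hits are not listed in these tables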
Target sequence (P00748 20-372 limits assumed): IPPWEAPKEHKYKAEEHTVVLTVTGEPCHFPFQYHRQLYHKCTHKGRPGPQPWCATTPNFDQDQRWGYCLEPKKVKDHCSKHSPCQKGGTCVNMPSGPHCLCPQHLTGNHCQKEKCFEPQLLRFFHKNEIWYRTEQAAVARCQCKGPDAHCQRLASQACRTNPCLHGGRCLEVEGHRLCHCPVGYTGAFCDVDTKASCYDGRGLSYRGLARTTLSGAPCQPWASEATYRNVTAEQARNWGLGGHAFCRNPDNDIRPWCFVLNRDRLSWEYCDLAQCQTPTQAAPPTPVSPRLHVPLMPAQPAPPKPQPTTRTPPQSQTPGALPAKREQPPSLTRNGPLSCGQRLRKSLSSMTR
Target sequence (P00748 373-615 limits assumed): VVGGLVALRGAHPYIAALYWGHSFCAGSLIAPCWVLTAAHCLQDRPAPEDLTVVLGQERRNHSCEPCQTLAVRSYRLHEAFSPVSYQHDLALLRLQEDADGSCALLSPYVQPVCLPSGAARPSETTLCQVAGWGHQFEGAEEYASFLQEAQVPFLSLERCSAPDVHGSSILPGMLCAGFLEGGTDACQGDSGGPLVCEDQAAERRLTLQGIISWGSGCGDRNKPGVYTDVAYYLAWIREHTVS
FXIa inh 1536: human FXIa protease inhibitors, primary screen, biochemical, 1536-well. purified FXIa, Boc-Glu-Ala-Arg-AMC fluorogenic substrate. AID 798, 2007. 220,000 tested, 0.14% active. inhibition, % at 5 µM;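 active = inhibition of at least 40%; inactive = inhibition below 40%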;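 also: fluorescence of freed AMC excited at 355 nm; 0% = enzyme without compound and 100% = no enzyme blank; many of its hits are not listed in these tables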
TNF death inh: inhibitors of TNF-alpha triggered necroptosis, primary screen, cell-based, Jurkat FADD-/-, single concentration; Jurkat FADD-/- TNF necroptosis rescue, ATP luminescence, 24 h; 0 = TNF only, 100 = no-TNF cells; activation (protection from cell death), % at 10 µM; 220,000 tested, 0.068% active;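 active = activation, meaning protection from cell death, of at least 50% relative to plate controls; inactive = activation below 50%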;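 also: necroptosis triggered by 40 ng/mL TNF-alpha added together with compound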
Numbers without * were called inactive; · = no result given.

Order of values – PGE2 EP2 inh	Tb hexokinase	Wee1 degr inh	PPC-1+TRAIL kill	CHOP inh	zVAD death inh	FXIIa inh 1536	FXIa inh 1536	TNF death inh
#1 Cc1ccc2occ(C(c3nnnn3Cc3ccccc3)N3CCOCC3)c(=O)c2c1 (stereo unspecified)
→ 18	3	2	15	-16	1.0	11	8	-3.0
#2 O=C(C1=C[C@@H](c2ccc(Br)cc2)C[C@@H](OCc2ccc(CO)cc2)O1)N1CCOCC1
→ 12	-17	3	9	30	0.1	7	1	0.3
#3 CCOc1ccc2nc(SCC(=O)NC3CCCc4ccccc43)sc2c1 (stereo unspecified)
→ 5	0	-2	17	13	1.3	6	4	1.0
#4 Cc1ccccc1OCCn1nc(C(=O)O)c2ccccc2c1=O
→ 28	0	-2	-7	3	0.3	14	-5	-4.9
#5 CC(OC(=O)c1cc2ccccc2cc1O)C(=O)Nc1ccc(S(N)(=O)=O)cc1 (stereo unspecified)
→ 13	0	0	2	23	0.1	10	5	1.6
#6 CCCC(=O)Nc1ccc(Cl)c(NC(=S)NC(=O)C(C)C)c1
→ 10	-2	-2	16	19	2.8	7	2	1.4
#7 C[C@H](NC(=O)c1nc[nH]c1C(=O)NCC(=O)OC(C)(C)C)C(=O)OC(C)(C)C
→ 11	-8	·	28	24	0.3	5	0	1.6
#8 Cc1ccc(C)c(OCc2nnc(SCC(=O)NC(=O)NCc3ccco3)o2)c1
→ 6	-2	2	10	14	0.1	6	1	0.0
#9 Cc1ccc2oc(-c3cccc(NC(=O)Cc4cccs4)c3)nc2c1
→ 4	1	-1	11	98*	0.1	5	-2	0.1
#10 C=CCn1c(CNC(=O)c2ccco2)nnc1SCC(=O)c1ccccc1
→ 4	-2	-1	13	26	-0.1	12	2	-0.2
#11 CCc1ccc(CN(C)CC(=O)Nc2ccc3c(c2)CCC3)cc1
→ 5	3	0	8	92*	3.1	8	-10	0.1
#12 COc1ccc(C/C(N)=N/n2cnnc2)cc1
→ ·	1	2	10	33	1.7	13	8	1.3
#13 Cc1ccc(/C=N/Nc2cc(C)nc(NCc3ccccc3)n2)cc1
→ 2	-19	1	-2	25	-0.5	12	-4	3.0
#14 COc1ccc(OCC(O)CNS(=O)(=O)c2cccc(Cl)c2)cc1 (stereo unspecified)
→ 9	-1	1	4	8	0.8	2	-4	1.6
#15 Cn1c(=O)c(=O)n(C)c2cc(S(=O)(=O)N3CCN(c4cccc(C(F)(F)F)c4)CC3)ccc21
→ 11	-16	-1	16	38	0.5	3	3	-1.6
#16 O=C(NCc1ccc(F)cc1)C(=O)NCC1OCCN1S(=O)(=O)c1ccc2c(c1)OCCO2 (stereo unspecified)
→ 5	-6	4	-7	14	0.5	9	1	4.2
#17 O=C(N/N=C\c1cccc(Cl)c1)c1ccc(Cn2cccn2)o1
→ 3	-6	2	18	-21	1.0	2	6	1.7
#18 COc1ccc(Cc2nn3c(Cn4nnc5ccccc54)nnc3s2)cc1
→ 5	3	2	20	20	-0.3	5	5	-1.8
#19 O=C(O)CSc1nnc(-c2cccc(S(=O)(=O)N3CCCCC3)c2)o1
→ 7	0	-1	8	3	3.7	-2	-4	-1.6
#20 Cc1ccc(C(=O)Nc2nc(COc3ccccc3)cs2)s1
→ 2	8	-1	33	-5	-0.3	17	5	-6.3
#21 CCCCCC(=O)N/N=C/c1ccc([N+](=O)[O-])o1
→ 6	-20	0	·	-39	2.4	24	9	-9.0
#22 COC(=O)C1CCN(c2nc3ccccc3nc2C(C#N)C(=O)OCC(C)C)CC1 (stereo unspecified)
→ 10	-10	1	6	6	-0.8	-2	5	-1.5
#23 O=C(Cn1c(=O)[nH]c2ccsc2c1=O)N1CCN(c2ccc(F)cc2)CC1
→ 7	-6	0	-1	-14	-0.1	-2	-6	-0.7
#24 CCCCc1ccc(NC(=O)COCC)cc1
→ 11	-3	-3	6	3	-1.0	16	13	-1.0
#25 O=c1[nH]nc(-c2ccc(F)cc2)cc1Cc1ccc(F)cc1
→ 9	-3	7	12	11	-1.3	-2	-3	-0.8
#26 CCOC(=O)c1c(N)sc2c1CCC1C(=O)N(C3CCCCC3)C(=O)C21 (stereo unspecified)
→ 8	-4	-1	-14	-36	-0.2	8	8	2.0
#27 CCn1c(SCC(=O)Nc2ccccc2C(=O)OC)nnc1-c1ccoc1C
→ 9	5	0	6	18	0.0	12	-2	0.1
#28 CCCNc1ncnc2onc(C)c12
→ 7	1	-3	0	33	0.6	5	1	-0.1
#29 O=C1C=CC(O)(c2cc(=O)c3c(O)cc(O)cc3o2)C=C1
→ 10	-16	41*	17	108*	125*	7	-2	-15
#30 Cc1cc(Nc2ccc(C)c(Br)c2)n2nc(C)nc2n1
→ 7	-10	0	12	67	0.2	10	1	-2.7

Marked active in Wee1 degr inh, of those listed so far:
| nr | Compound | Tb hexokinase | Wee1 degr inh | CHOP inh | FXIIa inh 1536 | FXIa inh 1536 |
| --- | --- | --- | --- | --- | --- | --- |
| 29 | O=C1C=CC(O)(c2cc(=O)c3c(O)cc(O)cc3o2)C=C1 | -16 | 41* | 108* | 7 | -2 |

(next part)
Order of values – PGE2 EP2 inh	Tb hexokinase	Wee1 degr inh	PPC-1+TRAIL kill	CHOP inh	zVAD death inh	FXIIa inh 1536	FXIa inh 1536	TNF death inh
#31 Cc1ccc(S(=O)(=O)CCC(=O)Nc2ccc3c(c2)OCO3)cc1
→ 10	4	-1	8	-1	0.2	4	-5	-1.5
#32 CCOC(=O)N1CCN(C(=O)c2ccc(CNS(=O)(=O)c3ccc(C)cc3)cc2)CC1
→ 15	-1	-2	11	24	1.1	-12	-2	-0.2
#33 CC(=O)OC1CCC2(C)C(COc3ccc4ccc(=O)oc4c3)C(C)(O)CCC2C1(C)C (stereo unspecified)
→ 13	-15	0	7	49	1.6	12	1	-5.3
#34 Cc1ccc(S(=O)(=O)Nc2ccc(N(C)S(=O)(=O)c3ccc(C)cc3)cc2)cc1
→ 18	9	10*	3	7	0.9	9	2	2.5
#35 CC1=NNC(=O)C1C(c1ccccc1)C1C(=O)NN=C1C (stereo unspecified)
→ 6	1	-1	15	12	2.6	-5	-1	-0.2
#36 CN1CCc2c(sc3c2c(=O)n(-c2ccccc2)c2nnc(SCc4ccccc4)n32)C1
→ 3	-1	3	0	18	-0.8	-13	-2	-0.6
#37 CCNC(=S)NNc1ccccc1
→ 5	-11	3	1	3	1.6	4	9	1.8
#38 CCOC(=O)C1=C(C)NC(C)=C(C(=O)OCC)C1C(=O)OCC(=O)N(C)C1CCS(=O)(=O)C1 (stereo unspecified)
→ 0	-15	-3	5	3	2.0	6	-1	0.8
#39 CCS(=O)(=O)c1c(S(=O)(=O)CC)c2ccccn2c1C(N)=O
→ 3	-13	0	-4	-3	0.6	1	2	-0.3
#40 CC1CN(C(=O)c2cccn(Cc3c(Cl)cccc3Cl)c2=O)CC(C)O1 (stereo unspecified)
→ 4	-4	-3	-2	-5	1.8	3	-2	-0.6
#41 CCCCCc1cc(=O)oc2c(C(CCN3CCN(c4ccccc4)CC3)c3ccc(N(C)C)cc3)c(OC)cc(OC)c12 (stereo unspecified)
→ 7	-22	·	6	-10	0.1	6	-2	0.7
#42 CCN(CC(=O)Nc1ccc(Cl)c(S(=O)(=O)N(C)C)c1)Cc1nc2ccccc2c(=O)[nH]1
→ 5	-3	9.1*	0	-12	0.5	2	-8	0.2
#43 COc1ccc(OCCSCc2nnc(NC(=O)Nc3ccc(Cl)cc3)s2)cc1
→ 5	1	1	29	14	2.4	2	-5	2.7
#44 CC(C)n1c(CCCO)nc2ccccc21
→ 5	2	4	4	-2	1.5	13	9	1.1
#45 CCn1ncc(Br)c1C(=O)Nc1cccc(F)c1
→ 5	13	13*	42	7	0.9	6	-6	1.0
#46 CC(C)NC(=O)c1ccc(-n2nc(C(F)(F)F)c3c2CCCC3)cc1
→ 11	-6	-1	2	12	0.3	5	3	0.4
#47 Cc1ccc2nc(SCC(=O)c3cc(C)n(C)c3C)[nH]c2c1
→ 19	-15	-1	1	11	0.0	12	1	0.9
#48 [O-]/[N+](=C\c1ccc(F)cc1)c1ccccc1
→ 16	3	0	-5	4	0.0	16	5	-2.6
#49 CCOc1ccc(CN2C(=O)c3ccccc3C2C(=O)NCc2cccnc2)cc1 (stereo unspecified)
→ 3	6	0	2	22	-0.3	-14	-11	1.0
#50 Cc1ccc(CCNC(=O)C2CCCN2S(=O)(=O)c2ccc3c(c2)CCC(=O)N3)cc1 (stereo unspecified)
→ 13	-1	0	-2	17	0.9	18	5	0.8
#51 COCc1cc(C)nc2sc(C(=O)NC3CCCCC3)c(N)c12
→ 19	-6	-3	-1	0	0.9	-8	-13	-2.3
#52 COc1ccc(CNC(=S)Nc2ccc(-c3ccccc3)cc2)cc1
→ 8	-5	6	18	4	3.5	1	-3	-1.5
#53 c1c2c(cc3sc(N4CCCCC4)nc13)OCO2
→ ·	1	5	50	46	1.8	10	2	-1.8
#54 CCn1c(SCC(=O)NNC(=O)c2ccccc2)nnc1-c1ccco1
→ -1	-1	-3	-7	19	0.8	1	-3	1.0
#55 NC(=O)COC(=O)c1ccc(S(=O)(=O)N2CCCCCC2)cc1
→ 15	-5	-3	5	9	0.0	3	-7	0.5
#56 COc1ccc(-c2cc(C(=O)N3CCN(C(c4ccccc4)c4ccccc4)CC3)no2)cc1
→ 4	-7	1	-15	·	0.6	-5	-9	-2.1
#57 O=C1C2C3C=CC(CC3)C2C(=O)N1/N=C/c1ccco1 (stereo unspecified)
→ 4	-2	-2	24	15	5.6	9	10	0.0
#58 CCOC(=O)C1=C(O)C(=O)N(c2ccc(S(N)(=O)=O)cc2)C1c1ccc([N+](=O)[O-])cc1 (stereo unspecified)
→ 6	-35	6	7	12	1.4	7	0	-0.4
#59 COC(=O)CNC(=O)C(NC(=O)c1ccc(Cl)cc1)C(C)C (stereo unspecified)
→ 5	-9	-2	32	27	0.1	16	1	-2.0

Not all compounds are listed; the hit share may differ from the screen's.
